miR122 inh: blocks miR-122 activity in Huh7 sensor cells | activation (reporter increase), % at 12.5 µM | 340,000 compounds, 0.3% hits | Huh7 miR-122 Renilla luciferase sensor, 48 h; neutral wells = 0, positive control = 100;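 active means mean replicate activation score at least 90 and every replicate individually at or above 90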;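 further: higher luciferase means less miR-122 activity so hits act as miR-122 inhibitors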
RAD54 branch: blocks human RAD54 Holliday junction branch migration; Q92698; FAM/BHQ fluorescence; inhibition, % at 10.4 µM; 360,000 compounds, 0.14% hits; AID 602329;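 active means mean normalized replicate activity at least 40 and at least half of replicates scoring 40 or more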;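 further: 0% = median of neutral control wells and 100% = median of positive control wells; inhibitors cause a drop in the FAM fluorescence signal; in these data hits start at about 50%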
PglD inh: inhibitors of Campylobacter jejuni PglD acetyltransferase. 360,000 compounds, 0.098% hits. inhibition, % at 12.5 µM. purified PglD enzyme, DTNB colorimetric CoA detection; in the data active means inhibition above about 16%, passing the limit was not always enough; further: strong numbers were not always called active
ERAP1 HTS inh: blocks human ERAP1 aminopeptidase activity | Q9NZ08 | recombinant ERAP1, Leu-AMC fluorescence, 60 min | inhibition, % at 10.7 µM | 340,000 compounds, 0.15% hits;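 active means mean replicate inhibition of at least 30%, or all replicates individually reaching that 30% level; inactive means mean below 30% and not every replicate reaching it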;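 further: 0% = neutral control wells and 100% = L-leucinethiol positive control wells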
RAD52 anneal inh: blocks human RAD52 DNA annealing | P43351 | recombinant RAD52 DNA annealing, FRET fluorescence | inhibition, % at 18.7 µM | 360,000 compounds, 0.46% hits;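 active means every replicate showing at least 50% inhibition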
PGC1a acetyl inh: PGC1a acetylation modulation, inhibitor mode; U2OS PGC1a acetylation, AlphaScreen anti-acetyl-lysine; with virally co-expressed GCN5 acetyltransferase; inhibition, % at 15.6 µM; 350,000 compounds, 0.17% hits; AID 651687;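 active means every replicate shows inhibition of at least 40%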;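 further: 0% = neutral control wells and 100% = positive control wells; some results beyond the cut were filed as inactive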
Cneo AK release: causes C. neoformans cell lysis. adenylate kinase release luminescence, 4 h; normalised: neutral wells 0, clomiphene wells 100. lysis activity, % at 15 µM. 360,000 compounds, 0.2% hits;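 active means mean lysis activity across replicates of at least 80%, whatever share of replicates individually reach that level; inactive means mean lysis activity below 80%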
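Schedule: static 4 h at 37 °C with compound, 1 h detection; system: C. neoformans cells; benchmarks: Clomiphene as positive control; buffer or medium: fresh YPD medium; measure: luminescence rise reflecting yeast cell lysis; measured by: luminescent adenylate kinase detection reagent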
E-selectin induc: E-selectin induction on HUVECs; P16581; HUVEC E-selectin immunofluorescence imaging; normalized: neutral wells 0, TNF-alpha wells 100; activation, % at 7.58 µM; 260,000 compounds, 0.37% hits; AID 686992;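 active means mean E-selectin-positive cell signal at least 10% of the positive control, reached in at least 60% of replicates, without over 20% cell loss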;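 further: in these data hits start at about 27%; measured in HUVEC primary endothelial cells; signal is the percent of cells scored E-selectin positive by PE staining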
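Assay system: HUVEC primary endothelial cells. Input: 3,000 HUVEC seeded per well. Doses: one compound dose added by pin transfer. Read-out basis: % PE-positive cells. Benchmarks: TNF-alpha high, DMSO low. Detection: immunofluorescence imaging. Buffer or medium: EGM-2, gelatin.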
Numbers without * were called inactive; · = not tested or not shown; [ ] = dose if it differs, or a comment. The order is random (roughly 1.4% active in at least one column).

SMILES | miR122 inh | RAD54 branch | PglD inh | ERAP1 HTS inh | RAD52 anneal inh | PGC1a acetyl inh | Cneo AK release | E-selectin induc
Nc1nc2c(ncn2[C@@H]2O[C@H](CNCc3ccc(F)c(N4CCOCC4)c3)[C@@H](O)[C@H]2O)c(=O)[nH]1 | -3 | -13 | -2 | -2 | -9 | 1 | 9 | ·
CCCN1C[C@@H](C)[C@@H](OC)CN(C)C(=O)c2cc(NC(=O)Nc3ccccc3F)ccc2OC[C@@H]1C | · | 6 | -1 | · | -11 | 5 | 2 | -0.2
CCOc1ccc(N2C(=O)Nc3ccccc3C2(O)C(=O)N2CCN(c3ccccn3)CC2)cc1 (configuration not stated) | 0 | 10 | 4 | -1 | -11 | 8 | 2 | 1.9
O=C1C2C3C=CC(C3)C2C(=O)N1c1ncn[nH]1 (configuration not stated) | · | -2 | 0 | · | · | 1 | 2 | ·
C[C@H](NC(=O)[C@H]1[C@H](CO)[C@H]2Cn3c(cccc3=O)[C@@H]1N2C(=O)C1CCC1)c1ccccc1 | · | 6 | -6 | -2 | -1 | · | -2 | 0.4
OC(c1ccccc1)C1CN(Cc2ccccc2)CCC1(O)c1ccccc1 (configuration not stated) | · | 2 | 4 | 12 | -6 | -9 | 2 | ·
COc1cc(/C=N/NC(=O)CCC(=O)Nc2ccc(F)cc2)ccc1O | -4 | -7 | 4 | -1 | -8 | -5 | -3 | 0.3
Cc1ccc(C(=O)NC2CCCCCCC2)c(Cl)c1 | 7 | 3 | 5 | -1 | -9 | -22 | -15 | 0.2
O=C1CCCCN1CCCC(=O)N1CCCC(Nc2ccccc2)C1 (configuration not stated) | · | 5 | -4 | 3 | 1 | · | 4 | ·
CN(CC(=O)NCCc1ccccc1)S(=O)(=O)c1ccc(Br)cc1 | -12 | 6 | -2 | · | · | -2 | 1 | ·
O=C(COc1ccc(Cl)cc1Cl)N1CCCCCC1 | 1 | -11 | -3 | · | · | -13 | 0 | ·
O=C(c1ccc(NS(=O)(=O)c2ccc(F)cc2)cc1)N1CCCCCC1 | · | 2 | 2 | 0 | 3 | · | 0 | -0.2
Cc1cccc(C)c1NS(=O)(=O)c1ccc(OCCNS(C)(=O)=O)cc1 | -5 | · | · | -2 | 1 | 7 | · | ·
CN1CCN(C(=O)c2ccc3c(c2)NC(=O)/C(=C/c2ccccc2)S3)CC1 | -5 | 2 | 1 | -1 | -10 | -4 | 0 | ·
O=C1C2C3c4ccccc4C(c4ccccc43)C2C(=O)N1CN1CCOCC1 (configuration not stated) | -2 | -5 | 5 | 14 | -1 | 7 | 2 | ·
O=C(Nc1nnc(-c2cc(Cl)ccc2Cl)o1)c1ccco1 | -6 | 4 | -3 | -5 | -5 | 0 | 0 | 0.0
O=C(N/N=C/c1ccc(Sc2ccccn2)o1)c1cccc([N+](=O)[O-])c1 | 2 | 17 | 5 | -6 | -9 | · | 0 | -0.3
CN(C)c1cc[n+](CC(=O)c2ccc(Br)cc2)cc1 | · | · | · | 6 | 7 | 5 | · | -0.1
COc1ccc(S(=O)(=O)N/N=C\c2ccccc2F)cc1 | · | -4 | 5 | 1 | -7 | · | 4 | 0.8
CC1CCCC(NC(=O)COC(=O)c2ccc3c(c2)OCCO3)C1C (configuration not stated) | 0 | 0 | -2 | -3 | -25 | -3 | -1 | -0.3
COc1ccc2c(c1)c(C(=O)CN1CCN(Cc3ccccc3)CC1)c(C)n2C | 0 | 20 | -1 | 0 | 21 | -3 | -3 | 0.0
COCCCn1c(C)nnc1-c1cnn(-c2ccccc2)c1N | 0 | · | · | 7 | -4 | 5 | · | 7.2
CC(=O)NS(=O)(=O)c1ccc(NC(=O)CCC2CCCC2)cc1 | -14 | -7 | 1 | · | · | 2 | 0 | ·
Cc1cc(C(=O)CSc2nc3ccccc3c(=O)n2C)c(C)n1Cc1ccc2c(c1)OCO2 | -8 | -6 | · | · | · | -36 | -1 | -0.1
OC[C@@H]1[C@@H](c2ccc(-c3ccc(F)cc3)cc2)[C@@H]2CN(CCC(F)(F)F)CCCCN12 | -7[16.7 µM] | 2 | -1 | 2 | 15 | -12 | -2 | -0.4
The results go on.
SMILES | miR122 inh | RAD54 branch | PglD inh | ERAP1 HTS inh | RAD52 anneal inh | PGC1a acetyl inh | Cneo AK release | E-selectin induc
Cc1cc[n+](Cc2ccc([N+](=O)[O-])cc2)cc1 | · | · | · | -4 | 0 | 4 | · | -0.1
Cc1ccc(CCNC(=O)CN2C(=O)COc3ccccc32)cc1 | -2 | -1 | -1 | 0 | -12 | -9 | 0 | ·
CCN(CC(=O)Nc1c(F)cccc1F)C(=O)c1ccc(=O)n(Cc2ccccc2)n1 | 1 | 3 | 12 | 1 | -15 | -3 | 0 | -1.3
O=C(C[C@H]1CC[C@H](NC(=O)Cc2cccnc2)[C@H](CO)O1)Nc1ccccc1 | · | · | · | 0 | 0 | 1 | · | -0.3
O=C(Nc1ccccc1O)c1c(O)c2c([nH]c1=O)CCCC2 | -4 | -4 | -2 | 4 | -2 | -6 | -7 | ·
COc1cccc(NC(=O)CN(C)CC(=O)c2c(N)n(Cc3ccccc3)c(=O)n(C)c2=O)c1 | 7 | 7 | 3 | 0 | -14 | 2 | 0 | 0.6
Cc1cc(C(=O)N2CCCC(CO)(Cc3ccc(F)cc3F)C2)nn1C (configuration not stated) | 13 | -2 | 10 | -8 | -61 | 10 | -4 | -0.1
O=C(N/C(=C\c1ccc([N+](=O)[O-])cc1)C(=O)N1CCCCC1)c1ccccc1 | 63 | · | · | 8 | -6 | 0 | · | ·
CCOC(=O)C1(Cc2ccccc2C)CCCN(S(C)(=O)=O)C1 (configuration not stated) | -1 | -4 | -4 | 3 | -4 | 3 | -1 | ·
Cc1ccc(NCc2ccc([N+](=O)[O-])s2)cc1 | -5 | -6 | 2 | 3 | -2 | 8 | 0 | ·
O=C(c1cccnc1NCc1ccccc1)N1CCOCC1 | 2 | 4 | 8 | · | · | -11 | 1 | ·
Cc1nc(N2CCCCC2)c2sc(=S)n(C)c2n1 | 3 | -9 | -4 | 5 | -3 | · | 45 | -0.1
Cc1nc(=O)c(-c2ccccc2)c(C)n1-c1ccc(Br)cc1 | -7 | 8 | 8 | -3 | -5 | -3 | -1 | -0.1
O=C(C1CCCN(S(=O)(=O)c2cnc[nH]2)C1)N1CCN(c2ccc(Cl)cc2)CC1 (configuration not stated) | 5 | -8 | -4 | · | -18 | 9 | -2 | ·
C[C@@H]1CN([C@@H](C)CO)C(=O)c2cc(NS(=O)(=O)c3ccc(F)cc3)ccc2O[C@H]1CN(C)C(=O)Nc1ccc2c(c1)OCO2 | 0[16.7 µM] | 0 | 0 | -1 | 2 | 25 | 0 | -5.4
O=C(N/N=C/c1ccccn1)c1ccco1 | -5 | 1 | 0 | · | · | -2 | 1 | ·
CCc1ccc(/C=C2\SC(=S)N(CCCC(=O)Nc3cc(C)on3)C2=O)cc1 | -4 | 2 | 21* | 1 | -24 | -4 | -1 | 0.1
CCCN1CCC(NC(=O)Nc2cccc3ccccc23)CC1 | 4 | -14 | 4 | -2 | -13 | -3 | -1 | 0.0
Cc1noc(C)c1NC(=O)N[C@H]1C=C[C@@H](CC(=O)NCc2ccc(Cl)c(Cl)c2)O[C@@H]1CO | · | -4 | -1 | -2 | -1 | -5 | 4 | -0.6
CC(=O)c1cccc(NC(=O)C2C3CCC(C3)C2C(=O)O)c1 (configuration not stated) | -2 | -12 | -2 | -2 | -13 | · | -1 | ·
COc1cccc(NC(=O)N(CCN(C)C)C(C)c2cccnc2)c1 (configuration not stated) | -2 | 4 | -3 | 0 | -14 | 6 | -1 | 0.0
Cc1c(C(=O)N2CCN(c3ccccc3)CC2)sc2nc3n(c(=O)c12)CCC3 | -2 | · | · | 0 | 0 | 4 | · | ·
CO[C@@H]1CN(C)C(=O)c2ccc(NS(C)(=O)=O)cc2OC[C@@H](C)N(C(=O)C2CCCCC2)C[C@H]1C | · | -1 | -1 | 2 | -19 | -10 | -66 | -0.6
CSc1cccc(NCc2ccc([N+](=O)[O-])cc2)c1 | -3 | -6 | -2 | -4 | -2 | -11 | -1 | ·
COc1ccccc1-c1ccc2c(c1)O[C@H](CN(C)C(=O)c1ccccc1)[C@H](C)CN([C@@H](C)CO)S2(=O)=O | 33[16.7 µM] | -12 | -2 | 1 | 26 | -7 | -3 | -0.3

Record cards (already shown). Order of screens: miR122 inh | RAD54 branch | PglD inh | ERAP1 HTS inh | RAD52 anneal inh | PGC1a acetyl inh | Cneo AK release | E-selectin induc
Cc1cccc(C)c1NS(=O)(=O)c1ccc(OCCNS(C)(=O)=O)cc1 is listed with -5 | · | · | -2 | 1 | 7 | · | ·
CCCN1CCC(NC(=O)Nc2cccc3ccccc23)CC1 is listed with 4 | -14 | 4 | -2 | -13 | -3 | -1 | 0.0
O=C(N/C(=C\c1ccc([N+](=O)[O-])cc1)C(=O)N1CCCCC1)c1ccccc1 is listed with 63 | · | · | 8 | -6 | 0 | · | ·

(listing goes on)
SMILES | miR122 inh | RAD54 branch | PglD inh | ERAP1 HTS inh | RAD52 anneal inh | PGC1a acetyl inh | Cneo AK release | E-selectin induc
Oc1cccc2ccc(/C=C/c3cccs3)nc12 | · | 3 | -2 | · | · | 8 | -2 | ·
Cc1nc(S(=O)(=O)Nc2ccccc2C(=O)NCC2CC2)cn1C | · | 1 | 4 | -2 | 9 | -4 | -2 | -0.1
Cc1cc(Cl)cc(Cl)c1OCC(=O)NCc1ccco1 | 3 | 12 | -5 | · | · | 50 | -2 | ·
COc1cccc(/C(O)=C2/C(=O)C(=O)N(CCCN3CCOCC3)C2c2ccncc2)c1 (configuration not stated) | -8 | -3 | 3 | · | · | 1 | 1 | ·
CCOc1ccc(N(CC(=O)N2CCCC2)S(=O)(=O)c2c(C)noc2C)cc1 | -10 | 1 | 1 | · | -11 | 15 | 1 | ·
O=C(Nc1ccc(Cl)cc1)C1CCN(C(=O)c2ccco2)CC1 | 2 | -15 | -4 | -1 | -19 | 1 | 3 | ·
Cc1nn(Cc2c(Cl)cccc2Cl)c(C)c1NC(=O)c1sc2ccccc2c1Cl | 4 | -21 | 4 | · | · | 4 | 4 | ·
O=C(NC1CCCCC1)[C@@H]1N[C@@H]2c3ccc(-c4cccc(F)c4)c(=O)n3C[C@@H]2[C@H]1CO | · | -4 | 0 | 3 | -7 | · | -3 | -0.2

Reformatted with tabs: part of the list above.
SMILES	miR122 inh	RAD54 branch	PglD inh	ERAP1 HTS inh	RAD52 anneal inh	PGC1a acetyl inh	Cneo AK release	E-selectin induc
O=C(NC1CCCCC1)[C@@H]1N[C@@H]2c3ccc(-c4cccc(F)c4)c(=O)n3C[C@@H]2[C@H]1CO	·	-4	0	3	-7	·	-3	-0.2
COc1cccc(/C(O)=C2/C(=O)C(=O)N(CCCN3CCOCC3)C2c2ccncc2)c1 (configuration not stated)	-8	-3	3	·	·	1	1	·
Cc1nc(S(=O)(=O)Nc2ccccc2C(=O)NCC2CC2)cn1C	·	1	4	-2	9	-4	-2	-0.1

From PubChem BioAssay
